# Assay outcomes as filed in PubChem BioAssay.
# MT stabilize HCS: microtubule stabilizers in HeLa cells, primary screen, imaging, high-content imaging. HeLa tubulin immunostaining HCS, 24 h; share of cells brighter than vehicle mean+2SD. % tubulin-high responders, % at 10 µM. 200,000 tested, 0.83% active. AID 2205, 2009;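 active = plate Z-score above 3 for both tubulin-high and condensed-nucleus cell shares, with cell loss under 80%, at 10 µM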;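 also: anti alpha tubulin signal scored within the nucleus-defined area of each cell; some results filed as inactive read as strong as hits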
# Lipid droplet: inhibitors of hepatocyte lipid droplet formation, primary screen, imaging, high-throughput imaging, BODIPY stain. AML12 mouse hepatocytes, oleate lipid droplets. inhibition, % at 6.5 µM. 240,000 tested, 0.4% active. AID 1656, 2009;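 active = lipid droplet intensity inhibited by at least 50%, with more than 500 cells counted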
#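 Assay system: AML12 mouse liver cells | Compound dosing: One dose, 6.5 µM compound | Read-out basis: Droplet intensity reduction, % inhibition | Measured by: Fluorescence imaging, 20x objective, two fields per well | Schedule: Overnight treatment with compound plus oleate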
# Insulin prom up: insulin promoter activators in MIN6 cells, imaging, high-content screening, mouse beta cells; MIN6 insulin promoter-GFP reporter; stronger effect = higher value; z-score at 5 µM; 190,000 tested, 0.3% active;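 active = z-score above 3 at 5 µM with at least 500 cells counted in the well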
# Dynein transport: inhibitors of GR-EGFP nuclear translocation, primary screen, dynein cargo transport inhibitor project, imaging, high-content, 3617.4 mouse cells; test concentration mostly 20 µM; stimulated with dexamethasone, 1 µM; stronger effect = lower value; z-score, hits read low; 220,000 tested, 0.47% active; AID 1381, 2008;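 active = plate z-score of nuclear minus cytoplasmic receptor signal below a set negative limit, without overly bright fluorescence or cell loss, cut at about -3.5 in these data, passing the limit was not always enough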;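 also: z-score of nuclear minus cytoplasmic ring GR-EGFP intensity difference per well; some compounds called inactive have numbers as strong as hits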
#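 medium = tetracycline-free induction medium containing charcoal-stripped FBS | probe or stimulus = dexamethasone, 1.0 µM final | timing = 48 h induction, then 1 h compound, then 30 min agonist, 37 °C | detection = automated 10x imaging of fixed Hoechst-stained cells | read-out basis = nuclear versus cytoplasmic GR-EGFP signal, averaged per well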
# ER stress rescue: rescue of cells from ER stress-induced death, primary screen, 384-well, CSM14.1, thapsigargin, ATP luminescence (AID 1222); CSM14.1 thapsigargin-induced death rescue, ATP luminescence; higher % means a stronger effect; cellular ATP content (survival), % at 20 µM, or EC50 in µM where a hit was titrated; 190,000 tested, under 10 active;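 active = EC50 below 50 µM in the dose-response confirmation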;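 also: death triggered by thapsigargin at about 15 µM added after 2 h compound pretreatment; cell ATP read after overnight thapsigargin exposure of roughly 18 to 22 hours; normalized against plate controls of thapsigargin alone and 5% DMSO vehicle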
# b-catenin transl: modulators of beta-catenin nuclear translocation, primary screen, imaging, HeLa cells, immunofluorescence, high-content; nuclear translocation activity, % at 5 µM; 190,000 tested, 0.3% active; AID 1665, 2009;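 active = nuclear translocation activity above 50% at 5 µM, with a well cell count of 50 or more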;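 also: per-cell ratio of nuclear to cytoplasmic median beta-catenin stain intensity; plate controls were DMSO negative control for no effect and GSK-3 inhibitor IX positive control for full effect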
#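 System: Human HeLa cells, endogenous beta-catenin | Compound dosing: 5 µM primary, 0.02–20 µM confirmation | Timing: 24 h compound exposure at 37°C, 5% CO2 | Measured by: Fluorescence imaging of beta-catenin antibody stain plus DAPI | Read-out basis: % activation of per-cell nuclear versus cytoplasmic median beta-catenin signal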
# T cell HTS: modulators of CD8 T cell-vesicle binding, primary screen, mouse 2C CD8+ T cells, flow cytometry; 2C CD8+ T cell-vesicle binding; stronger effect = lower value; calls only at 7 µM; 330,000 tested, 0.068% active;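 active = response, share of CD8 T cells binding vesicles, and their 90th percentile fluorescence all below set limits, cut at about 80% in these data, passing the limit was not always enough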
#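 Material: 2C TCR transgenic mouse naive CD8+ T cells, MACS-purified. Also added: QL9-charged Drosophila Ld/ICAM-1/B7-1 vesicles. Timing: binding 1.5 h at 37 °C. Measured by: high-throughput flow cytometry with anti-B7-1 and anti-CD8 staining. Read-out: percent CD8+ FL2 mean versus row control. Controls: Unloaded micro-vesicles (low), QL9 vesicles with 0.7% DMSO (high).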
# Salmonella PhoP GFP: inhibitors of PhoP regulon expression, primary screen, Salmonella Typhimurium, GFP reporter (AID 1863); S. Typhimurium PhoP-regulated promoter GFP reporter, 4 h; higher % means a stronger effect; inhibition, % at 50 µM; hits with a dose series show IC50 in µM; 300,000 tested, 0.16% active;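 active = inhibition over 29.93%, a cutoff 3 SD above the screen mean, later confirmed by dose response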;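 also: 0% = low Mg2+ inducing control and 100% = high Mg2+ repressing control; strong numbers were not always called active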
# Autophagy mod: autophagy modulators in MEF cells, primary screen, imaging, high-content, MEF GFP-LC3; MEF GFP-LC3 puncta imaging; test concentration mostly 10 µM; calls only at 10 µM (by protocol); 190,000 tested, 0.98% active; AID 463193, 2010;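 active = percentage of spot-positive cells more than 3 SD above its plate mean, without a fluorescence outlier flag or 80% toxicity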;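 also: spot-positive cell cutoff set from DMSO-treated cells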
# Dynein transport cytoplasmic EGFP: recorded beside Dynein transport, whose call it bears; z-score; measured here: cytoplasmic GR-EGFP intensity; stronger effect = higher value
# Dynein transport nuclear GR-EGFP: also measured in Dynein transport; calls as there; z-score; measured here: nuclear GR-EGFP intensity;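 lower value marks the stronger effect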
# Dynein transport cell count: second read-out of Dynein transport, no call of its own (marks repeat the call); z-score; measured here: cell count per field
# Insulin prom up cell count: recorded beside Insulin prom up, whose call it bears; cell count; measured here: cytotoxicity, nuclei count;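 total cells summed across four imaged fields per well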
# Lipid droplet cells 6.5 µM: second read-out of Lipid droplet, no call of its own (marks repeat the call); cell count; measured here: cell count, cytotoxicity flag;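 cells counted across two imaged fields per well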
# b-catenin transl cell count 5 µM: further read-out of b-catenin transl, marked with its call; cell count; measured here: cell count, cytotoxicity flag
# T cell HTS vesicle-bound %: recorded beside T cell HTS, whose call it bears; double positive events, %; measured here: CD8+ vesicle-bound cell fraction;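 binding gate set so that unloaded-vesicle control wells show 10% double positive cells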
# MT stabilize HCS Hoechst-high %: recorded beside MT stabilize HCS, whose call it bears; % Hoechst-high responders; measured here: nuclear condensation Hoechst responders;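 share of cells brighter than vehicle mean plus two SD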
# MT stabilize HCS cytotoxicity %: recorded beside MT stabilize HCS, whose call it bears; toxicity, %; measured here: cytotoxicity by cell density;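 0% = mean cell density of plate MIN control wells and 100% = no cells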
# Autophagy mod cell loss 18 h: recorded beside Autophagy mod, whose call it bears; toxicity, %; measured here: cell loss, nuclei count;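 cell loss after 18 h compound exposure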
# * marks the source's active call; other numbers are inactive results; i = inactive; · = no result given.
SMILES,MT stabilize HCS,MT stabilize HCS Hoechst-high %,MT stabilize HCS cytotoxicity %,Lipid droplet,Lipid droplet cells 6.5 µM,Insulin prom up,Insulin prom up cell count,Dynein transport,Dynein transport cytoplasmic EGFP,Dynein transport nuclear GR-EGFP,Dynein transport cell count,ER stress rescue,b-catenin transl,b-catenin transl cell count 5 µM,T cell HTS,T cell HTS vesicle-bound %,Salmonella PhoP GFP,Autophagy mod,Autophagy mod cell loss 18 h
COc1ccc(-c2ncn(CCC#N)c2[N+](=O)[O-])cc1,1.8,3.6,16,1,672,0.06,1337,1,-0.18,0.43,0.092,-2.1%,-4.1,1016,i,30,-6%,i,-16
c1ccc2c(c1)oc1c(NCC3CCCO3)ncnc12 (stereo unspecified),3.1,1.2,0.6,·,·,-0.64,1363,-0.76,-0.16,-1.1,-0.53,-1.7%,2.7,1359,i,46,0%,i,2
O=C(NC1CCCCC1)c1ccccc1NC(=O)C1CC(=O)N(c2ccccc2)C1 (stereo unspecified),1.8,1.9,5.2,2,804,·,·,0.45,-0.14,0.64,-0.75,-3.5%,-6.5,591,i,30,1%,i,8
CC1CN(C(=O)c2cc3ccccc3oc2=O)CC(C)O1 (stereo unspecified),2.9,2.4,7.7,·,·,-0.11,1114,-0.66,0.56,0.43,-0.17,1.3%,-4.8,952,i,2,-6%,i,1
Cc1cccc(C(=O)OCC(=O)NCCCc2ccccc2)c1,3.5,2.2,11,5,664,0.27,1194,-1,1.2,-0.37,0.53,1.8%,-0.2,1095,i,24,-1%,i,0
O=C(C[n+]1ccccc1)Nc1ccccc1Br,2.3,1.4,8.6,-3,742,2.5,1649,0.36,-0.28,-0.12,0.87,-0.4%,-2.8,991,i,19,-6%,i,0
CC(C)(C)C(=O)Nc1nnc(SCc2cccc(F)c2)s1,4.7,1.4,11,9,672,1.1,1161,-0.46,-0.29,-0.28,0.63,·,0.7,1060,i,19,-3%,i,0
N#Cc1cnn2ccc(-c3ccc4c(c3)CCC4)nc12,8.5,2.3,7.9,7,742,·,·,1,-0.24,0.27,-1.7,0.2%,·,·,i,8,-5%,i,-1
COC(=O)c1sc(N2C(=O)C(=O)/C(=C(/O)c3ccc(C)cc3)C2c2ccco2)nc1C (stereo unspecified),·,·,·,1,654,0.43,1065,-0.81,-0.72,-0.74,0.051,·,-0.5,1359,i,41,-1%,·,·
O=S(=O)(NC1CCN(Cc2ccccc2)CC1)c1ccc2ccccc2c1,4.8,1.4,6.8,1,645,-0.22,1699,0.5,-0.34,-0.051,0.23,-0.1%,-3.0,1054,i,7,10%,i,6
COc1cc([N+](=O)[O-])ccc1NC(=O)CN1CCOCC1,3.0,2.7,0.2,3,633,1.1,1557,0.11,-0.31,0.74,-0.54,0.4%,2.6,927,i,7,-9%,i,3
CCC(C)(C(=O)NC1CCCCC1)N(C(=O)CC1NC(=O)NC1=O)c1c(C)n(C)n(-c2ccccc2)c1=O (stereo unspecified),2.2,2.3,13,·,·,1.1,1106,-1.1,-0.064,-0.53,0.63,-0.8%,-3.0,1110,i,6,-1%,i,-6
Cc1cc(C(C)(C)C)oc1C(=O)N(CC(=O)NC1CCCC1)Cc1ccc(Cl)cc1,2.2,0.7,10,-6,694,0.31,1813,-0.25,-0.31,0.062,0.57,-1.4%,-0.3,1066,i,14,-5%,i,-1
CCCC(=O)NC(Nc1ccc(S(=O)(=O)Nc2cc(C)on2)cc1)(C(F)(F)F)C(F)(F)F,3.7,2.6,7.6,·,·,·,·,0.41,-0.13,0.68,0.2,·,·,·,i,40,6%,i,-6
Cn1c(NCC(O)CO)nc2c1c(=O)n(Cc1ccc(Cl)c(Cl)c1)c(=O)n2C (stereo unspecified),3.0,1.6,5.7,·,·,-0.28,1696,-0.33,-0.2,0.58,-0.22,-1.1%,-1.3,1399,i,48,-3%,i,-21
CCC(C)Oc1cccc(C(=O)Nc2ccccc2N2CCOCC2)c1 (stereo unspecified),1.8,1.8,4.7,-17,666,1.5,1255,-0.41,-0.19,0.33,-1.3,-4.1%,·,·,i,50,3%,i,0
C#CCOCCOCCOCCNc1nc(N2CCN(C(=O)[C@H](CCCCN)n3cc(C(N)CC(C)C)nn3)CC2)nc(N2CCN(C(=O)[C@H](CCC(=O)O)n3cc(C(N)[C@H](C)CC)nn3)CC2)n1 (stereo partly specified),2.9,1.4,8.3,6,718,-0.24,1424,-0.081,-0.31,0.23,-0.027,2.3%,-0.2,1106,i,15,-6%,i,-4
CCN(CC)c1ccc(/C=C(/C#N)C(=O)NC(C)C)o1,2.1,1.7,7.0,7,708,·,·,0.8,0.084,-0.1,0.89,1.3%,0.8,1487,i,56,3%,i,-14
Cc1onc(-c2ccccc2Cl)c1-c1nc(-c2ccncc2)no1,1.8,2.3,7.5,-6,697,·,·,0.26,-0.29,0.17,1.1,-1.4%,-1.5,957,i,25,-1%,i,0
O=C1NC(=O)c2c(NC(=O)C3CCCO3)cccc21 (stereo unspecified),5.4,1.8,7.9,0,714,0.31,1344,0.39,-0.22,0.59,-0.83,-4.1%,-0.9,1191,i,54,3%,i,-16
CSc1ccc(CN2C(=O)NC3(CCCCC3)C2=O)cc1,3.9,3.8,4.4,3,721,-0.39,1201,2.5,-0.19,1.9,-3,-0.6%,-3.5,1000,i,53,5%,i,-2
Cc1cc2cc(CNC(=O)Nc3cccc(Cl)c3)ccc2n1C,6.9,1.9,9.1,-3,671,1.7,1788,0.098,0.23,0.15,0.31,-2.3%,2.6,1048,i,42,27%,i,6
CN1C(=O)CSc2ccc(NC(=O)N3CCN(c4ccccn4)CC3)cc21,3.5,4.0,5.5,-3,720,0.63,1374,-1.6,1.4,-0.75,-0.2,-2.4%,-0.3,1048,i,48,-2%,i,-2
Cc1cccc(-c2nnc(SCC3CNC(=O)O3)n2-c2ccc(Cl)cc2)c1 (stereo unspecified),1.8,2.4,3.2,-6,626,0.02,1353,0.14,-0.34,-0.34,0.57,8.1%,·,·,i,58,5%,i,1
O=C1COc2ccc(C(=O)COC(=O)CCc3ccc(S(=O)(=O)N4CCOCC4)cc3)cc2N1,1.6,3.0,1.6,-17,700,0.94,1386,-0.12,-0.15,0.18,1.2,·,-0.4,1062,i,48,16%,i,-6
COc1ccc(Cn2c(C3CC3)nc3ccc(NC(C)=O)cc3c2=O)cc1,2.9,2.1,9.1,·,·,-0.11,1175,-0.31,-0.14,-0.071,0.35,-1.9%,-3.8,967,i,59,-7%,i,5
CC(C)(C)c1ccc(S(=O)(=O)CCc2ccccn2)cc1,3.5,4.1,6.4,9,807,·,·,-0.14,-0.23,-0.11,0.45,1.1%,·,·,i,29,-11%,i,3
Cc1ccc(S(=O)(=O)CCc2nnc(NC(=O)c3cnccn3)s2)cc1,1.4,1.7,18,17,725,-0.67,1287,-0.76,-0.29,-0.52,0.2,-3.7%,·,·,i,53,-9%,i,3
Cc1cc(Br)ccc1OCCCCNCCO,1.4,1.8,6.3,·,·,-0.57,1328,-0.51,-0.15,-0.31,0.3,-1.0%,3.2,1338,i,20,12%,i,-1

# Rows are unselected, and some 3% of all compounds hit somewhere here.
